High-throughput results as filed in PubChem BioAssay.
SV40 large T antigen: SV40 large T antigen inhibitors, biochemical (AID 1903) | SV40 large T antigen ATPase/helicase inhibition assay; higher % means a stronger effect | one-dose inhibition, % at 20 µM; IC50 in µM for titrated hits | 310,000 compounds, 0.39% hits; in the data active = a potency from the dose series; inconclusive = inhibition mostly from about 32% at the one dose, without a potency; inactive = the rest, 99 in 100 with inhibition below about 32%; also: strong numbers were not always called active
ER stress rescue: rescue of cells from ER stress-induced death, primary screen, 384-well, CSM14.1, thapsigargin, ATP luminescence (AID 1222); CSM14.1 thapsigargin-induced death rescue, ATP luminescence; higher % means a stronger effect; cellular ATP content (survival), % at 20 µM, or EC50 in µM where a hit was titrated; 190,000 tested, under 10 active;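 active = EC50 below 50 µM in the dose-response confirmation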;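 also: death triggered by thapsigargin at about 15 µM added after 2 h compound pretreatment; cell ATP read after overnight thapsigargin exposure of roughly 18 to 22 hours; normalized against plate controls of thapsigargin alone and 5% DMSO vehicle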
RSV CPE inhibition: inhibition of RSV-induced cytopathic effect – HEp-2 cells, primary 10 µM value included (AID 2391). HEp-2 cells, RSV-induced CPE inhibition; higher % means a stronger effect. CPE inhibition, % at 10 µM; hits with a dose series show IC50 in µM. 310,000 compounds, 0.13% hits; in the data active = a potency from the dose series; inconclusive = CPE inhibition mostly from about 23% at the one dose, without a potency; inactive = the rest, 99 in 100 with CPE inhibition below about 21%; also: strong numbers were not always called active
PMI inhibition: human PMI inhibitors, high substrate, primary screen, biochemical, fluorescence intensity, high mannose 6-phosphate (AID 1220). recombinant PMI enzyme, coupled fluorescence intensity; higher % means a stronger effect. inhibition, % at 20 µM, or IC50 in µM where a hit was titrated. 190,000 compounds, 0.66% hits
Salmonella PhoP GFP: PhoP-dependent GFP reporter repression – Salmonella Typhimurium, primary screen (AID 1863). S. Typhimurium PhoP-regulated promoter GFP reporter, 4 h; higher % means a stronger effect. inhibition, % at 50 µM; hits with a dose series show IC50 in µM. 300,000 compounds, 0.16% hits;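 active = inhibition over 29.93%, a cutoff 3 SD above the screen mean, later confirmed by dose response; inconclusive = inhibition over 29.93% but no dose response follow-up; inactive = inhibition at most 29.93% or unconfirmed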;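 also: 0% = low Mg2+ inducing control and 100% = high Mg2+ repressing control; strong numbers were not always called active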
human PMI inhibition: inhibitors of human PMI, primary screen, biochemical, fluorescence intensity, coupled assay (AID 1209); purified PMI enzyme, coupled fluorescence intensity; higher % means a stronger effect; 190,000 compounds, 0.42% hits; inhibition, % at 20 µM; hits with a dose series show IC50 in µM;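 also: plate controls were DMSO vehicle for no effect and wells lacking substrate for full effect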
TNAP activators: human TNAP enzyme activators, primary screen, biochemical, luminescent, no phosphate acceptor, uHTS (AID 1001). purified TNAP, luminescent activation assay, no phosphate acceptor; higher activation fold means a stronger effect. activation fold at 20 µM; hits with a dose series show EC50 in µM. 200,000 compounds, 0.03% hits; in the data active = activation fold from about 3, or a potency from the dose series; inactive = the rest, 99 in 100 with activation fold below about 1.6; also: many of its hits are not listed in these tables
West Nile antiviral: inhibition of WNV-induced cytopathic effect – cell-based, CPE readout (AID 1621) | West Nile virus-infected cells, CPE inhibition; higher % means a stronger effect | 290,000 compounds, 0.02% hits | one-dose CPE inhibition, % at 10 µM; IC50 in µM for titrated hits; in the data active = a potency from the dose series; inconclusive = CPE inhibition mostly from about 3.7% at the one dose, without a potency; inactive = the rest, 99 in 100 with CPE inhibition below about 2.2%; also: strong numbers were not always called active
Insulin prom up: MIN6 insulin promoter up-regulation. MIN6 insulin promoter-GFP reporter, high-content imaging; active compounds read high. z-score at 5 µM. 190,000 compounds, 0.3% hits. AID 1625;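 active = z-score above 3 at 5 µM with at least 500 cells counted in the well; inconclusive = wells under 500 cells, flagged as cytotoxic or low count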
Insulin prom up cell count: recorded beside Insulin prom up, whose call it bears; cell count; measured here: cytotoxicity, nuclei count;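 total cells summed across four imaged fields per well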
Numbers without * were called inactive; ? = inconclusive; nt = no result given. Rule as the data show it, unless noted: active = inhibition above about 50%; inactive = the rest.

SMILES	SV40 large T antigen	ER stress rescue	RSV CPE inhibition	PMI inhibition	Salmonella PhoP GFP	human PMI inhibition	TNAP activators	West Nile antiviral	Insulin prom up	Insulin prom up cell count
CC(=O)c1c(N2CCN(C(=O)c3ccco3)CC2)nc(=S)n(-c2ccccc2)c1C	18%	-1.7%	0.0%	3%	-6%	-2%	1.1	0.2%	0.16	1262
COc1ccc(CSc2n[nH]c(C)n2)cc1Br	8%	-2.8%	1.4%	3%	1%	-5%	0.9	0.3%	0.07	1594
CCOc1ccc(/C(O)=C2\C(=O)C(=O)N(c3ccc(OC)cc3)C2c2ccccc2[N+](=O)[O-])cc1 (stereo not given)	9%	nt	3.1%	nt	-5%	nt	nt	-0.1%	nt	nt
O=C(/C=C/c1ccoc1)c1ccccc1O	13%	-2.6%	1.3%	18%	-3%	8%	1	-0.8%	0.33	1161
NS(=O)(=O)c1ccc(NC(=O)CSc2ncn[nH]2)cc1	5%	-1.0%	-1.3%	-2%	0%	-1%	1.1	0.7%	-0.9	1162
Cc1ccccc1OCC(=O)NCc1ccccc1	-3%	0.4%	0.6%	4%	4%	4%	1.1	1.0%	nt	nt
CCOc1ccc(S(=O)(=O)N2CCN(Cc3ccco3)CC2)cc1	31%	nt	2.1%	nt	-3%	nt	nt	-0.7%	nt	nt
O=C(COc1ccc(Br)cc1)N1CCN(c2ccccc2)CC1	10%	1.0%	3.5%	-4%	-2%	1%	1	-0.3%	0.38	873
Cc1ccc(N2CCN(C3=NC(=O)C(Cc4ccccc4)S3)CC2)cc1 (stereo not given)	3%	11%	7.4%	1%	-9%	8%	1	-0.4%	-0.17	1456
CC(=O)c1ccc(NC(=O)C2CC(=O)N(Cc3ccccc3)C2)cc1 (stereo not given)	-2%	2.5%	0.7%	2%	1%	4%	1.1	0.4%	-0.52	841
Cc1nc(N)sc1-c1csc(N(C)c2ccc(O)cc2)n1	35%	5.3%	4.5%	56%*	13%	25%	1.2	1.2%	-1.5	1110
CCOC(=O)c1ccc(N2C(=O)CC(SCC(N)C(=O)OCC)C2=O)cc1 (stereo not given)	-2%	0.9%	0.3%	-13%	4%	-5%	1.1	0.2%	0.69	1008
CCOCCOC(=O)COc1ccc(N2C(=O)c3ccccc3C2=O)cc1	6%	-1.9%	nt	2%	-10%	4%	1.1	-0.1%	0.01	1184
COc1ccc(N(CC(=O)N2CCc3ccccc3C2)S(C)(=O)=O)cc1Cl	26%	nt	2.1%	nt	-2%	nt	nt	0.0%	nt	nt
Cn1c(SCc2ccc(C(C)(C)C)cc2)nnc1C1COc2ccccc2O1 (stereo not given)	11%	nt	2.4%	nt	-9%	nt	nt	-1.9%	0.59	1539
COc1ccc(/C=C2\CCCC(C(=O)C(F)(F)F)=C2O)cc1	10%	-3.1%	0.6%	-39%	-13%	-32%	1	0.1%	0.14	823
O=C(NNc1nc(-c2ccccc2)cs1)c1ccc(F)cc1	10%	0.1%	-3.2%	-51%	1%	-59%	2	0.2%	-1.3	1228
COC(=O)CCCC1=CC2=CC(=O)C(C)(OC(=O)c3cccs3)C(=O)C2=CN1CCc1ccccn1 (stereo not given)	13%	nt	-0.8%	nt	-3%	nt	nt	0.0%	0.53	987
COc1ccc(C(=O)C2CCN(C(=S)Nc3ccc(F)cc3)CC2)cc1	18%	-0.6%	5.4%	-1%	3%	3%	1.1	-0.3%	-0.3	1142
COc1ccccc1NC(=O)C(C)OC(=O)C1CC(=O)N(c2ccc3c(c2)OCCO3)C1 (stereo not given)	13%	nt	0.9%	nt	3%	nt	nt	0.1%	nt	nt
O=S(=O)(NCc1csc(-c2cccnc2)n1)c1cccs1	17%	-2.6%	0.8%	7%	-2%	9%	1.1	-0.4%	1	1812
COc1ccc(-c2cc(C(=O)N3CCCC3)no2)cc1	18%	nt	0.9%	nt	6%	nt	nt	-0.1%	nt	nt
Cc1csc2c(C#N)c(=O)c3c(n12)CCC3	26%	0.0%	1.0%	-1%	-3%	-1%	1.1	-0.7%	1.2	1105
O=C(NCc1ccco1)C1CC(c2ccc(Cl)c(Cl)c2)=NO1 (stereo not given)	17%	0.0%	0.5%	nt	-6%	nt	1.1	-0.2%	-0.51	1681
Cc1cc(C)c2c(N)c(S(=O)(=O)c3ccccc3)sc2n1	6%	-0.9%	2.2%	-65%	-8%	-28%	1.1	-0.4%	1.7	1250
COc1ccc(C2C(C#N)=C(N)OC3=C2C(=O)CCC3)cc1OC (stereo not given)	-3%	0.0%	2.3%	-4%	1%	0%	1.1	0.2%	0.42	1433
O=S(=O)(Cc1ccco1)Cc1nc(-c2ccc(Cl)cc2)cs1	5%	nt	12%	nt	-10%	nt	nt	0.1%	0.35	1448
Cc1cc(=O)c2cc(C(=O)c3ccccc3)ccc2[nH]1	24%	nt	2.1%	nt	-5%	nt	nt	-0.3%	-0.61	1107
Cc1nc(NC(=O)C2CC2)sc1C(=O)Nc1ccccc1Cl	6%	nt	3.7%	nt	0%	nt	nt	-1.4%	nt	nt
Cc1cc(NC(=O)c2ccc(N(C)S(=O)(=O)c3ccccc3)cc2)no1	1%	-1.5%	0.2%	7%	-4%	10%	1	-0.3%	-0.18	1183
CC(C)CC(c1nnnn1Cc1ccco1)N1CCN(c2cccc(Cl)c2)CC1 (stereo not given)	6%	-2.6%	4.5%	16%	-2%	13%	1.1	0.5%	1.7	713
COc1cc(S(=O)(=O)N(Cc2ccccn2)Cc2ccco2)ccc1-n1cnnn1	-4%	-2.0%	-0.7%	-6%	17%	-14%	1.1	-0.3%	-0.13	1123
Cc1cc(C)c2c(c1)/C(=C/C(=O)c1ccc(Br)s1)C(=O)N2	18%	1.1%	?	-5%	-2%	0%	1	-3.0%	-0.12	904
Cc1ccc(NC(=O)CCNS(=O)(=O)c2ccc3[nH]c(=O)oc3c2)c(Cl)c1	9%	nt	2.7%	nt	-18%	nt	nt	-0.4%	nt	nt
CN(c1ccccc1)S(=O)(=O)c1cccc(Cl)c1Cl	14%	nt	3.9%	nt	-6%	nt	nt	-0.1%	-0.74	1140
Cc1cc(C)cc(NC(=O)CSc2nnc(-c3ccccc3C)o2)c1	6%	-1.1%	-1.2%	-12%	13%	0%	1.1	-0.5%	1.5	1105
COC(=O)[C@H](CCSC)NC(=O)Nc1ccc(C)cc1C	-1%	-1.0%	0.1%	8%	-3%	9%	1.1	-0.5%	0.09	1286
COc1ccccc1CC(=O)NCc1csc(-c2cccs2)n1	6%	nt	0.6%	nt	-4%	nt	nt	0.0%	0.25	1208
CC(C)=C1C2C=CC1C(C(=O)Nc1cc(C)ccc1C)C2C(=O)O (stereo not given)	-1%	6.1%	0.2%	11%	15%	19%	1.1	0.2%	0.12	1280
Cc1ccc(C(NC(=O)C(C)C)c2cc([N+](=O)[O-])c3cccnc3c2O)cc1 (stereo not given)	-2%	0.9%	3.4%	54%*	9%	9%	1	?	nt	nt
COc1ccc(CN2CCNC(=O)C2CC(=O)N(C)Cc2cc(C)no2)cc1OC (stereo not given)	13%	nt	2.1%	nt	0%	nt	nt	0.2%	nt	nt
CN(C)N=Nc1nc2c(c(=O)n(C)c(=O)n2C)n1C	8%	nt	1.5%	nt	3%	nt	nt	-0.3%	-0.07	1388
CCOC(=O)C1(Cc2cccc(Cl)c2)CCCN(C(=O)CCC(=O)N(C)C)C1 (stereo not given)	9%	-0.1%	2.8%	7%	5%	17%	1.1	-0.5%	-0.29	1503
Cc1ccc(NC(=O)CSc2nnc(-c3ccccc3Br)o2)cc1C	-3%	0.0%	7.6%	12%	-5%	15%	1.2	-0.2%	0.1	1151
O=C(NCc1ccc2c(c1)OCO2)Nc1ccc([N+](=O)[O-])cc1	11%	nt	15%	nt	4%	nt	nt	-1.1%	nt	nt
OCCNc1nc(Nc2cc(Cl)ccc2OC2CCCC2)nc(N2CCCC2)n1	13%	nt	-4.6%	nt	-9%	nt	nt	0.3%	nt	nt
CC(C)c1ccc(NC(=O)CSC(C)c2nc3ccccc3c(=O)[nH]2)cc1 (stereo not given)	5%	nt	-0.8%	nt	-8%	nt	nt	0.2%	1.7	896
Cc1ccccc1OCCn1cc(C(=S)N2CCN(C)CC2)c2ccccc21	18%	0.3%	-0.4%	-5%	3%	-2%	1.1	-1.1%	-1.1	1041
CCC(Oc1ccccc1)C(=O)NCCCN1CCOCC1 (stereo not given)	3%	nt	0.5%	nt	-6%	nt	nt	0.2%	nt	nt
COc1ccc2[nH]cc(C(=O)CNc3nc(C)cs3)c2c1	30%	-0.1%	1.2%	-3%	8%	-4%	0.4	-0.2%	-1.6	1274
CNC(=O)c1ccc(-c2sc3nc(N4CCOCC4)c4c(c3c2N)CCCC4)o1	95%	3.2%	19%	55%*	2%	22%	1.2	1.4%	-3.7	1053
COc1ccc(S(=O)(=O)N2CCCCC2C)cc1 (stereo not given)	4%	nt	1.0%	nt	-5%	nt	nt	0.3%	nt	nt
CCOc1ccc(-c2c(C)n([O-])c3c([n+]2=O)CCCCC3)cc1	8%	-1.9%	0.5%	2%	-6%	-3%	1.1	-0.6%	-0.14	1539
CCCCC(=O)Nc1nc(C)c(-c2csc(Nc3ccc(Cl)cc3)n2)s1	16%	-2.9%	16%	29%	20%	40%	1.1	0.5%	0.3	1540
Cc1cc(Cl)ccc1C(=O)C1CCCN(C(=O)c2cscn2)C1 (stereo not given)	-7%	0.5%	3.4%	6%	-2%	10%	1.1	-0.9%	0.6	1460
CCOC(=O)C(=CNc1cc(C)nn1C(C)(C)C)C(=O)OCC	3%	-1.0%	-0.1%	14%	0%	14%	1.1	-0.2%	0.11	1754
COc1ccc(NC(=O)Nc2nnc(Cc3ccccc3)s2)cc1	4%	nt	4.2%	nt	1%	nt	nt	0.0%	nt	nt
Cc1ccc(S(=O)(=O)N(C)CC(=O)Nc2ccc3c(c2)OCO3)cc1	-2%	nt	1.2%	nt	2%	nt	nt	-0.5%	nt	nt
Cn1c(=O)c(C(=O)NNC(=O)c2ccccc2F)c(O)c2ccccc21	14%	nt	-0.1%	nt	4%	nt	nt	0.4%	nt	nt
C=CCNC(=O)NC(=O)CSc1nnc(C(F)(F)F)n1C	6%	0.2%	0.9%	4%	9%	1%	1.1	0.6%	0.79	1024
CN(C)c1nc(Cl)cc(N2CCOCC2)n1	6%	-1.6%	0.9%	6%	-1%	7%	1.1	0.0%	-0.71	1891

Individual results from above:
Under West Nile antiviral, CCCCC(=O)Nc1nc(C)c(-c2csc(Nc3ccc(Cl)cc3)n2)s1 has 0.5%
Under SV40 large T antigen, Cc1ccc(S(=O)(=O)N(C)CC(=O)Nc2ccc3c(c2)OCO3)cc1 has -2%
